HT1080-NT tox: kills 2HG-producing HT-1080-NT fibrosarcoma cells | actives 1.6% (n = 360,000) | Potency, µM (doses to about 46.1 µM), for inactives: top-dose activity, negative = less viability, actives largely listed as cytotoxic | HT-1080-NT fibrosarcoma viability, CellTiter-Glo ATP luminescence, 48 h;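 also: NT is the 2HG producing partner of a matched IDH1 knockdown line; potency is read from the fitted curve at half-maximal effect; 0% = DMSO-treated cells and -100% = media-only wells without cells; nearly all actives have a fitted effect of over 55% in size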
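Read-out is CellTiter-Glo luminescence after 10 minutes at room temperature, following 48 hours' compound treatment of HT-1080-NT cells (750 cells/well, RPMI, 5% FBS, 37 degrees C).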
IL1B secr inh: inflammasome signaling inhibition, IL-1 beta readout. THP-1 LPS/ATP IL-1B secretion, AlphaLISA, 16 h; hits give low values. activity change, % at 57.5 µM. actives 4.7% (n = 360,000). AID 743279; in the data active = activity change below about -50%; inconclusive = mostly about -30% to -49%; also: % is scaled to controls: 0 for no effect and ±100 for the full control effect
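Secreted IL-1B measured by AlphaLISA bead assay after 16 h compound exposure of THP-1 cells; compounds (final up to 57.5 uM) added 1 h before LPS (250 ng/mL) and ATP (1.25 mM) stimulation; lower signal means less secretion.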
SW480 rerep: induces DNA re-replication in SW480 colon adenocarcinoma cells. Potency, µM (titrated, usually from 46.1 µM), for the others: at the highest dose re-replication activation, hits mostly activators. SW480 DNA re-replication, Hoechst DNA content imaging, 48 h. actives 1.8% (n = 340,000); also: potency is read from the fitted curve at half-maximal effect; % of control where 0% means no effect; nearly all actives have a fitted effect of over 55% in size
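Hoechst fluorescence of nuclei (405 nm excitation, 500-530 nm emission) measured by plate-scanning imager after 48 hr compound exposure at 37 C; re-replication scored as increased number of nuclei with elevated intensity.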
D3 antag: D3 dopamine receptor (human) antagonism. actives 2.5% (n = 360,000). D3R cells, DiscoveRx beta-arrestin luminescence, antagonist mode; hits give low values. AID 652054. P35462. max response, negative = inhibition, %; in the data active = max response below about -50%; inconclusive = no clear call, values can overlap the other calls; also: % is scaled to controls: 0 for no effect and ±100 for the full control effect; mostly tested at two doses, the higher about 12 µM
Target sequence (P35462 whole entry, looked up): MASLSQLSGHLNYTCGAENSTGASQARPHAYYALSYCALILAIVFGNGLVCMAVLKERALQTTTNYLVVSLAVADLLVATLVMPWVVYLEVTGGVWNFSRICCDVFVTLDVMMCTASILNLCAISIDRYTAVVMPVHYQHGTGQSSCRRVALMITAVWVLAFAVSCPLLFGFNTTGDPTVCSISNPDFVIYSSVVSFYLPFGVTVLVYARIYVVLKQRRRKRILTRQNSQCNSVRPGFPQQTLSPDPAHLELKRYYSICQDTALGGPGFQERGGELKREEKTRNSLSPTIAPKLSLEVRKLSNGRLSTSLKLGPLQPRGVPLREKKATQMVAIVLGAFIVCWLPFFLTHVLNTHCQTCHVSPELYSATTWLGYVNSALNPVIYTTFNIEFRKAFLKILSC
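Cells plated overnight at 1500 cells/well, then exposed to library compounds with dopamine controls for 90 minutes at 37 degrees C. DiscoveRx reagent added for 30–60 minutes at room temperature; luminescence read, quantitative HTS format.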
D3 ag: D3 dopamine receptor (human) agonism; P35462; D3R DiscoveRx beta-arrestin cells, luminescence, 90 min; AID 652048; actives 0.58% (n = 410,000); max activation, %; in the data active = max activation above about 30%; also: 0% is about no effect; mostly tested at two doses, the higher about 12 µM
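Agonist mode: compounds and dopamine controls were applied to plated cells for 90 min at 37 degrees C after an overnight attachment at 1500 cells/well. Luminescent read-out followed 30 - 60 minutes at room temperature with DiscoveRx detection reagent.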
KB-3-1 cytotox: KB-3-1 parental cell cytotoxicity; KB-3-1 viability, CellTiter-Glo ATP luminescence, 72 h; Potency, µM (top dose mostly 46.1 µM), inactives show top-dose activity change, negative = cytotoxic, actives largely listed as cytotoxic; actives 1.4% (n = 400,000); AID 1347075; also: potency is read from the fitted curve at half-maximal effect; % is scaled to controls: 0 for no effect and ±100 for the full control effect; nearly all actives have a fitted effect of over 60% in size
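Multi-concentration cytotoxicity screen in KB-3-1 cells grown in DMEM lacking phenol red with 10% FBS. After 72 h at 37 °C with compound, ATP-dependent luminescence was recorded.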
GLP1R ag: activates the human GLP-1 receptor. P43220. HEK293 GLP-1R CRE-luciferase, luminescence, 4-6 h; cells express a hypersensitive GLP-1R form. Potency, µM (doses to about 45.6 µM), for inactives: top-dose activation, most hits filed as activators. actives 0.007% (n = 380,000); also: potency is read from the fitted curve at half-maximal effect; % of control where 0% means no effect
Target sequence (P43220 whole entry, looked up): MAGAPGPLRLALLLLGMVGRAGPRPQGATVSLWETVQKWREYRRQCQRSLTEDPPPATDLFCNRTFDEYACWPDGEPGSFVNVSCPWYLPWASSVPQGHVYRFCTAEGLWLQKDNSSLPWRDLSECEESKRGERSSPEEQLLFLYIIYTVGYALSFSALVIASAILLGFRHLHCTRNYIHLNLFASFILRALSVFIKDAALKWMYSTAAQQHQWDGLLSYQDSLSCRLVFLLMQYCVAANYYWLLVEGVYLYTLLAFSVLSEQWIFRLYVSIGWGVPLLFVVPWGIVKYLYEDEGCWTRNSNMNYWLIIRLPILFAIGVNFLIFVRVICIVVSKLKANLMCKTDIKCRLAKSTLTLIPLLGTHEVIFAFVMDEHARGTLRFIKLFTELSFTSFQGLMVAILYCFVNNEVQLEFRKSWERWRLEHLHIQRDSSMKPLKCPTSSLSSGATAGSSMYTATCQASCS
KB-V1 cytotox: kills drug-selected multidrug resistant KB-V1 cells. KB-V1 MDR cells viability, CellTiter-Glo, 72 h. Potency, µM (titrated, usually from 46.1 µM), inactives show at the top dose activity change, negative = cytotoxicity, actives largely listed as cytotoxic. actives 3.4% (n = 400,000); also: potency is read from the fitted curve at half-maximal effect; % is scaled to controls: 0 for no effect and ±100 for the full control effect; nearly all actives have a fitted effect of over 60% in size
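Cytotoxicity via CellTiter-Glo luminescence after 72 h compound exposure at 37 degrees C. Cells: drug-selected KB-V1 line, DMEM phenol-red free plus 10% FBS. Compounds tested at multiple concentrations; normalized data fitted to concentration-effect curves.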
HT1080 IDH1KD tx: kills HT-1080 cells with IDH1 knockdown | HT-1080 IDH1 knockdown viability, ATP luminescence, 48 h | Potency, µM (highest dose often 46.1 µM), without a hit: at the highest dose activity, negative = toxicity, hits mostly cytotoxic | actives 2% (n = 360,000) | AID 686971;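 also: potency is read from the fitted curve at half-maximal effect; 0% = DMSO wells and -100% = cell-free medium wells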
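Cytotoxicity counter-line: IDH1KD HT-1080, 48 h, CellTiter-Glo. Curves classed by r2, magnitude and activity.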
* marks the source's active call; other numbers are inactive results; ? = inconclusive; · = not tested or not shown; ! = a repeat was not active; [ ] = dose if it differs, or a comment. Unless noted, calls follow the shape of the dose curve; as a rule, active = well fitted curve in the direction sought with a large enough effect; inconclusive = small, poorly fitted or top-dose-only effect, or another doubt; inactive = no such curve, though single readings can be large; an effect the other way counts as inactive or inconclusive.

SMILES	HT1080-NT tox	IL1B secr inh	SW480 rerep	D3 antag	D3 ag	KB-3-1 cytotox	GLP1R ag	KB-V1 cytotox	HT1080 IDH1KD tx
CCCCSc1oc(-c2ccco2)nc1S(=O)(=O)c1ccccc1	-0.8%	?	4.5%	-7.6	0.8	21.6%	29.8%	?	-11.1%
COc1cc2c(cc1OC)CN(c1ccc([N+](=O)[O-])cc1Cl)CC2	?	-87.8*	-1.7%	?	-6.2	-5.5%	13.7%	-17.3%	-23.1%
O=C(CO/N=C/c1ccccc1OC(F)F)NC1CCCC1	7.2%	-5.3	3.3%	8.6	-0.7	-6.2%	2.7%	-9.2%	0.6%
CCn1c(CCCNC(=O)c2cccs2)nc2ccccc21	-2.7%	5.7	-18.3%	8.8	-6.5	-1.4%	-4.0%	-5.6%	2.3%
Cc1cccc(-c2cc(NCCc3cccnc3)n3nccc3n2)c1	13.6%	14.3	·	18.3	3.5	0.0%	12.1%	-0.7%	12.4%
Cc1cccc(-n2cnc3cc([N+](=O)[O-])ccc32)c1	4.7%	-2.5	-4.8%	14.5	3.6	?	5.7%	?	3.5%
Cc1cc(C)cc(C(=O)N2CCC3(CC2)NCCc2[nH]cnc23)c1	-3.2%	-0.2	-8.3%	-16.0	-3.0	-8.6%	-5.0%	0.0%	0.0%
COc1ccc(C(=O)COC(=O)c2cccnc2Cl)c(OC)c1	27.6%	11.2	-90.8%[inhibitor]	-2.2	6.9	7.2%	24.4%	14.0%	12.9%
CS(=O)(=O)Nc1ccc(S(=O)(=O)Nc2nccs2)cc1	20.3%	-0.3	-0.1%	0.4	1.8	22.9%	-3.0%	13.8%	22.0%
O=C(CN1CCc2ccccc21)NC(=O)NCc1ccco1	-5.3%	20.4	2.6%	-22.6	0.7	10.9%	-6.4%	-3.9%	-0.5%
COc1ccc(NC(=O)CSc2nc(O)cc(=O)n2-c2ccccc2)cc1	-4.6%	0.9	-0.8%	12.5	3.9	·	14.5%	·	9.2%
O=C(NC1CCCCCC1)c1c2c(nc3ccccc13)CCN(Cc1ccccc1)C2	14.2%	-2.6	6.7%	32.3	8.9	-7.7%	-1.5%	0.0%	16.3%

Next part, overlapping the part above by two compounds.
SMILES	HT1080-NT tox	IL1B secr inh	SW480 rerep	D3 antag	D3 ag	KB-3-1 cytotox	GLP1R ag	KB-V1 cytotox	HT1080 IDH1KD tx
COc1ccc(NC(=O)CSc2nc(O)cc(=O)n2-c2ccccc2)cc1	-4.6%	0.9	-0.8%	12.5	3.9	·	14.5%	·	9.2%
O=C(NC1CCCCCC1)c1c2c(nc3ccccc13)CCN(Cc1ccccc1)C2	14.2%	-2.6	6.7%	32.3	8.9	-7.7%	-1.5%	0.0%	16.3%
CN1CCN(/C=N/c2c(C#N)cnn2Cc2ccccc2)CC1	-13.8%	2.7	-3.7%	?	-54.9	7.0%	0.5%	10.3µM*	-3.6%
O=C(CSc1nnc(-c2ccncc2)n1-c1ccc(Cl)cc1)N1CCOCC1	0.9%	0.3	0.5%	-3.4	-0.9	-1.8%	-4.8%	-15.3%	16.1%
Cc1ccc(S(=O)(=O)N(CC#N)CC#N)cc1	7.5%	45.5	-2.0%	7.5	2.1	4.5%	0.1%	6.7%	28.0%
Oc1oc(-c2ccccc2Br)nc1/C=N/c1ccccn1	-0.3%	-7.9	138.8%	2.1	-1.7	-3.5%	0.9%	28.7%	2.3%
COC(=O)c1nn(-c2ccccc2)c(Sc2ccc(OC)cc2)c1/C=N/O	-0.4%	20.5	-4.0%	-16.8	-2.3	-4.3%	8.4%	0.6%	-2.5%
Cc1cc(O)c(C=Nc2ccc(Cl)cn2)c(=O)o1	-0.3%	10.0	-3.5%	21.8	-7.9	-5.9%	-1.0%	-6.4%	-4.3%
Cc1cccc(NC(=O)CSc2nnc(CCC(=O)Nc3ccc(C)c(Cl)c3)n2C)c1	?	-8.1	-2.4%	5.6	0.1	2.6%	0.9%	-14.1%	-18.6%
COc1ccc(-c2c(-c3cc(OC)c(OC)c(OC)c3)noc2C)cn1	?	27.0	7.31µM*	24.3	-8.8	1.64µM*	29.6%	1.64µM*!	1.46µM*
CN(C)S(=O)(=O)N(CC(=O)NCCSc1ccc(Cl)cc1)c1ccccc1	·	·	·	·	6.1	20.9%	-1.6%	13.2%	·
CC(C)c1ccc(NC(=O)COC(=O)c2c[nH]c(=O)[nH]c2=O)cc1	9.2%	-1.2	-0.3%	-16.5	16.7	1.7%	-7.4%	-1.2%	5.3%
NC(=S)c1cc2ccc(O)cc2oc1=O	-3.1%	19.2	10.3µM*	-68.3*	-25.1	-5.4%	-8.6%	-19.2%	0.1%
O=C1OC(c2ccccc2)(c2cc(Br)ccc2O)c2ccccc21 (centres undefined)	16.4µM*	-91.5*	?	74.3	11.1	-24.1%	-6.0%	?	20.6µM*
O=C(Nc1cccc(Cl)c1)N1CCN(c2ncccn2)CC1	-1.0%	-1.7	11.2%	45.1	-8.5	0.0%	?	-2.2%	1.4%
Cc1ccc(S(=O)(=O)NC(Cc2ccccc2)C(=O)O)cc1 (centres undefined)	8.0%	18.4	-0.3%	-6.6	7.2	13.2%	0.2%	0.6%	24.3%
COc1cccc(C(C(=O)NC(C)(C)C)N(Cc2ccc(C)cc2)C(=O)CCC(=O)Nc2cc(C)on2)c1OC (centres undefined)	-3.2%	-11.0	5.8%	1.6	-4.3	?	-2.1%	-19.7%	-16.4%
CCCOc1ccc(CC(=O)NCC2(c3ccccc3)CCOCC2)cc1OC	-4.6%	0.7	-1.4%	-2.1	0.9	1.7%	-1.0%	-30.5%	1.2%
COc1ccccc1CNC(=O)CCNC(=O)N1CC(=O)Nc2ccccc21	19.2%	26.8	-4.5%	2.9	2.4	11.4%	0.0%	?	?
CC(Oc1ccccc1F)c1nnc(SCC(=O)Nc2ccc(N3CCOCC3)cc2)o1 (centres undefined)	9.4%	12.6	-7.1%	17.9	3.8	13.8%	-1.4%	-11.8%	9.7%
CCN(CC)CCOC(=O)c1ccc(N/C=C(/C#N)c2nc(-c3cccc(OC)c3)cs2)cc1	-1.5%	·	5.2%	3.0	1.7	-1.9%	11.1%	-14.3%	15.2%
Cc1cc(NC(=O)C2CCCCC2)ccc1NC(=O)c1ccccc1Cl	-23.2%	17.8	-98.2%[inhibitor]	13.1	4.2	15.6%	-6.4%	21.9%	?
O=C(CN(c1ccccc1)S(=O)(=O)c1ccccc1)N1CCN(Cc2ccc3c(c2)OCO3)CC1	-2.0%	-11.6	10.3%	-67.3*	-20.2	0.7%	-2.3%	0.0%	-13.8%
COCCCNC(=O)CS(=O)Cc1nc(-c2ccccc2C)oc1C (centres undefined)	5.8%	14.0	-3.7%	15.4	-4.8	-15.5%	-3.7%	0.9%	0.2%
O=c1cc(-c2ccccc2)nc(Cc2c(Cl)cccc2Cl)[nH]1	12.5%	14.3	-9.2%	15.1	-1.1	10.6%	3.4%	27.7%	11.8%
CN(C)C(=O)C(=O)c1cccn1-c1cccc(Cl)c1C#N	-5.9%	14.4	1.2%	-24.9	2.0	-0.2%	-9.7%	-3.2%	-10.3%
COc1ccc(N(C(=O)CNC(=O)c2ccco2)C(C(=O)NCC2CCCO2)c2ccccc2)c(OC)c1 (centres undefined)	2.1%	-2.2	?	-0.3	-13.1	0.7%	6.8%	-10.6%	17.7%
Cc1[nH]c(=S)c(C#N)c(C)c1Cc1ccc(Cl)cc1Cl	-1.5%	0.0	-24.7%	191.5	4.6	0.1%	2.6%	-8.9%	-0.5%
CCOC(=O)c1cc(N)cc([N+](=O)[O-])c1	-1.3%	9.7	-0.4%	22.1	13.2	11.7%	8.8%	24.6%	-0.6%
CCOC(=O)CSCC(=O)N1N=C(c2cccs2)CC1c1ccc(F)cc1 (centres undefined)	11.4%	0.0	·	-1.6	3.4	0.0%	20.5%	-4.3%	8.8%
CC(C)n1ncc2c(C(=O)Nc3ccccc3SCC(N)=O)cc(C3CC3)nc21	-22.1%	?	·	4.3	-3.3	-6.8%	29.1%	15.1%	-16.5%
CC(=O)Nc1cc2ccccc2oc1=O	17.8%	16.7	-1.4%	-9.0	-0.4	2.0%	-1.3%	5.1%	15.9%
CCO[C@H]1OC(C(N)=O)=C[C@@H](C2CCCCC2)[C@@H]1CCCO	1.8%	2.4	?	-6.1	3.1	7.7%	-5.2%	-6.5%	7.4%
Nc1nnc(N)c2ccccc12	-14.3%	0.0	0.8%	-9.8	-1.3	-1.9%	-0.1%	-0.1%	-0.5%
CC(C)C(Cl)=NOC(=O)Nc1ccc(F)cc1	-8.4%	-99.6*	?	-12.2	-8.5	-14.3%	-15.3%	1.8%	16.4µM*
O=C(O)c1ccc(S(=O)(=O)NCc2cccnc2)cc1	15.8%	15.5	-4.9%	18.6	16.9	5.3%	2.0%	7.1%	4.8%
O=C(CCSc1ccccc1)Nc1ccccc1Br	4.6%	5.2	?	-16.5	-6.8	2.6%	2.5%	-20.7%	-2.0%
O=C(C1=C(O)C(=O)N(CCc2ccccc2)C1c1cccnc1)c1ccco1 (centres undefined)	3.3%	12.0	3.4%[9.22 µM]	-20.8	-4.0	17.7%	-8.7%	5.4%	0.2%
Cc1cc(C)n2nc(C(=O)NCc3ccccc3)nc2n1	-2.1%	-10.8	-3.7%	-19.6	-8.6	3.1%	-5.5%	-3.5%	1.0%
COc1ccc(-n2sc3ccccc3c2=O)cc1	?	-105.8*	·	-17.5	-12.6	?	-1.8%	?	?

Shown bar-delimited: 2 of the compounds above
compound | HT1080-NT tox | IL1B secr inh | SW480 rerep | D3 antag | D3 ag | KB-3-1 cytotox | GLP1R ag | KB-V1 cytotox | HT1080 IDH1KD tx
O=C(O)c1ccc(S(=O)(=O)NCc2cccnc2)cc1 | 15.8% | 15.5 | -4.9% | 18.6 | 16.9 | 5.3% | 2.0% | 7.1% | 4.8%
COc1ccc(N(C(=O)CNC(=O)c2ccco2)C(C(=O)NCC2CCCO2)c2ccccc2)c(OC)c1 (centres undefined) | 2.1% | -2.2 | ? | -0.3 | -13.1 | 0.7% | 6.8% | -10.6% | 17.7%

Screening data as filed in PubChem.

An unsorted share of the library, and some 12% of all compounds hit somewhere here.
